High-throughput results (PubChem)
H1N1 NS1A inhibition: NS1A inhibition, H1N1 influenza, cell based functional assay (AID 504329); NS1A functional cell-based assay, percent inhibition; higher % means a stronger effect; inhibition, % at 12.5 µM, or IC50 in µM where a hit was titrated; actives 0.3% (n = 340,000); in the data active = a potency from the dose series; inconclusive = inhibition above about 27% without an active follow-up result; note: strong numbers were not always called active
PhoP GFP inhibition: Inhibition of PhoP regulon, Salmonella typhi GFP reporter cells, confirmation, 4 h (AID 1850); Salmonella Typhi PhoP-promoter GFP reporter, fluorescence, 4 h; higher % means a stronger effect; inhibition, % at 50 µM, or IC50 in µM where a hit was titrated; actives 0.33% (n = 310,000); in the data active = a potency from the dose series; inconclusive = inhibition mostly from about 25% at the one dose, without a potency; inactive = the rest, 99 in 100 with inhibition below about 19%;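 note: 0% = induced wells with vehicle and 100% = uninduced wells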
tuberculosis growth: growth inhibition of non-replicating M. tuberculosis (AID 488890). one-dose inhibition, % at 25 µM; IC50 in µM for titrated hits. Mycobacterium tuberculosis non-replicating, growth inhibition; higher % means a stronger effect. actives 0.39% (n = 320,000); in the data active = a potency from the dose series; inconclusive = inhibition mostly from about 82% at the one dose, without a potency; inactive = the rest, 99 in 100 with inhibition below about 76%;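 note: plate controls were DMSO cells for no effect and high antibiotic wells for full effect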
M. tuberculosis HTS: M. tuberculosis growth inhibition, HTS (AID 449762); M. tuberculosis H37Rv growth inhibition, 7H9 media; higher % means a stronger effect; one-dose inhibition, % at 25 µM; IC50 in µM for titrated hits; actives 0.59% (n = 330,000); in the data active = a potency from the dose series; inconclusive = inhibition above about 70% without an active follow-up result;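 note: bacterial growth assessed after seven days of incubation; strong numbers were not always called active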
VEEV TC-83 Vero: inhibitors of VEEV TC-83 cytopathic effect, confirmation, Vero cells (AID 588727). Vero cells, VEEV TC-83 cytopathic effect inhibition; higher % means a stronger effect. inhibition, % at 20 µM; hits with a dose series show IC50 in µM. actives 0.13% (n = 350,000); in the data active = a potency from the dose series; inconclusive = inhibition mostly from about 14% at the one dose, without a potency; inactive = the rest, 99 in 100 with inhibition below about 12%; note: strong numbers were not always called active
VEEV TC-83 Vero 10K pilot screen: recorded beside VEEV TC-83 Vero, whose call it bears; inhibition, %; measured here: 10K pilot screen inhibition
* marks the source's active call; other numbers are inactive results; i = inactive; ? = inconclusive; . = no result given. Compounds were not picked by outcome, and some 1.5% of all compounds hit somewhere here.

SMILES | H1N1 NS1A inhibition | PhoP GFP inhibition | tuberculosis growth | M. tuberculosis HTS | VEEV TC-83 Vero | others
COc1cccc(C(=O)Nc2ccc(C(=O)c3ccccc3)cc2)c1 | -3% | 0% | 63% | 57% | 1.4%
COc1ccc(C)cc1NC(=O)CNC(c1ccccc1)c1ccc(C)cc1 (centres undefined) | -16% | -22% | -14% | 18% | 7.8%
CN1CCN(CCc2nc3cc(NC(=O)COc4ccccc4)ccc3n2C)CC1 | 6% | -9% | ? | -4% | 0.8%
O=[N+]([O-])c1cccnc1N1CCC(c2cc(-c3cccc(C(F)(F)F)c3)n[nH]2)CC1 | 12% | 1% | 8% | 23µM* | i
OCC1CCCCN1C(=S)Nc1ccc(Cl)cc1Cl (centres undefined) | -1% | 4% | 37% | -7% | 1.8%
COc1ccc(-c2cc(C(=O)N3CCN(c4ncccn4)CC3)c3ccccc3n2)cc1OC | 2% | . | 27% | 8% | 9.1%
O=C(NCCCCNC(=O)c1ccc(Cl)s1)c1ccc(Cl)s1 | -6% | 2% | 0% | 1% | 1.2%
COc1ccccc1NS(=O)(=O)c1cc(NC(=O)c2ccc3c(c2)OCCO3)ccc1C | 0% | -3% | 18% | -6% | 8.6%
O=C(c1cccc([N+](=O)[O-])c1)N1CCCC(C(=O)N2CCN(c3ccccc3)CC2)C1 (centres undefined) | -4% | -7% | 5% | -12% | 1.8%
COc1cc(C(=O)NCCC2=CCCCC2)ccc1OCc1c(C)noc1C | -2% | . | 7% | -6% | 7.0%
CCc1nnc(NC(=O)C2CCCN2C(=O)Nc2ccc(Cl)cc2)s1 (centres undefined) | -6% | 8% | -1% | -1% | 6.3%
Nc1ncnc2c1ncn2[C@@H]1O[C@H](CNS(=O)(=O)CCCCl)[C@@H](O)[C@H]1O | -11% | . | -2% | 5% | i
CCNC(=O)c1cc2c(=O)n3cccc(C)c3nc2n(Cc2ccc(C)cc2)c1=N | 2% | -12% | 40% | ? | 4.7%
Cc1cc(C)n2nc(SC(C)C(=O)N3CCOCC3)nc2n1 (centres undefined) | -15% | . | . | . | 2.3%
Cc1ccccc1-c1nn(-c2ccccc2)cc1C(=O)NCC(c1ccco1)N1CCCC1 (centres undefined) | 3% | . | 40% | 1% | 4.9%
CC(C)c1ccc(NC(=S)NC2CCCCCC2)cc1 | 4% | -4% | ? | ? | 0.3%
Cc1ccc(C(=O)Nc2ccc(N3CCOCC3)cc2N2CCOCC2)cc1 | -6% | -10% | 3% | -7% | 6.7%
CCc1cc(=O)oc2cc(C)cc(OC(C)C(=O)NCc3ccccn3)c12 (centres undefined) | 6% | -3% | 0% | -1% | 1.9%
COc1cccc(-c2nn(-c3ccccc3)cc2CO)c1 | 5% | -1% | 33% | 3% | 1.4%
c1cc2c(cc1[C@H]1OCC3C1CO[C@@H]3c1ccc3c(c1)OCO3)OCO2 (some centres undefined) | 1% | . | 53% | 28% | 3.9%
CCN(CC(=O)Nc1cc(Cl)ccc1C)C(=O)CCc1nc2ccccc2c(=O)[nH]1 | 5% | . | -1% | -1% | i
CC[C@]12C(=O)N(C)C[C@H]([C@@H]3C(=O)N(Cc4ccccc4)C(=O)[C@@H]31)N2C(=O)c1ccc(F)cc1 | 8% | . | . | . | i
O=C(Nc1ccccc1N1CCOCC1)c1ccc2ccccc2c1 | 1% | 2% | 29% | 7% | 9.4%
COc1ccc(NC(=O)C2CCCN(c3c4c(nc5ncnn35)CCC4)C2)cc1 (centres undefined) | 3% | -4% | 6% | -6% | 0.4%
COc1ccc(/C=C2/SC(=O)N(CC(O)Cn3c4ccccc4c4ccccc43)C2=O)cc1 (centres undefined) | -4% | -11% | -1% | -7% | 2.6%
CCC1CCc2c(sc(NC(=O)c3cccnc3)c2C(N)=O)C1 (centres undefined) | 2% | 0% | -17% | 5% | 0.4%
CC(=O)NCCC(=O)Nc1cc(S(=O)(=O)N2CCCCC2)ccc1Oc1ccccc1 | 7% | -12% | 4% | -4% | 1.1%
O=C(c1ccc(Br)s1)N1CCCC1 | 2% | -7% | . | -4% | 1.3%
CCCc1cc(=O)[nH]c(SCC(=O)Nc2ccc(OCc3ccccc3)cc2)n1 | -9% | . | 14% | -9% | 0.9%
O=C(NCc1ccco1)c1ccc([N+](=O)[O-])cc1Cl | -4% | -6% | 10% | 6% | 0.6%
Cc1cc(/C=N/NC(=O)c2cccs2)c(C)n1-c1cnccn1 | -8% | -5% | 73% | 11% | 0.1% | VEEV TC-83 Vero 10K pilot screen=1.6
O=C(NN1C(=O)C2C3C=CC(C4CC34)C2C1=O)c1ccc(Cl)cc1 (centres undefined) | -7% | 1% | -14% | -7% | 1.3%
COc1cccc(NC(=O)C2(S(=O)(=O)c3ccc(Cl)cc3)CC2)c1 | -4% | 14% | 10% | -6% | 3.0%
S=C(Nc1ccccc1Cl)N(CCCN1CCOCC1)Cc1ccccn1 | -7% | 10% | 20% | 6% | 0.6%
C/C(=C/c1ccccc1)C(=O)N1CC(C)OC(C)C1 (centres undefined) | -1% | -10% | -15% | 8% | 0.5% | VEEV TC-83 Vero 10K pilot screen=1.2
CCOC(=O)C1=C(c2ccccc2)NC(=O)NC1c1cc(Br)c(O)c(OC)c1 (centres undefined) | 4% | -15% | -5% | 1% | 2.2%
COc1ccccc1C(=O)NCC(=O)N/N=C/c1ccc([N+](=O)[O-])cc1 | 3% | -4% | -32% | -7% | 4.7%
C[C@@H]1Cc2c(O)c(O)cc(O)c2C(=O)O1 | 4% | 6% | 4% | -6% | 2.9%
COc1ccc(NC(C)=O)cc1NC(=O)CCn1c(=O)sc2ccccc21 | -6% | -10% | 8% | -3% | i
N#Cc1cnc2nc(SCc3ccccc3)nn2c1 | -1% | 7% | 68% | -1% | 3.0%
COCCn1c(C(C)C)nc2oc3ccccc3c(=O)c2c1=O | 4% | -2% | 7% | -3% | 4.8%
CCOC(=O)c1sc2nc(CSc3ccccc3)nc(NCCN(C)C)c2c1C | 10% | 9% | i | ? | 1.0%
CN1CCN(C(=O)CSc2nc(-c3ccncc3)ccc2C#N)CC1 | -7% | -1% | -10% | 4% | 1.1%
O=C(Cc1c(O)c2ccccc2[nH]c1=O)NC1CCCCCC1 | -15% | -5% | 12% | -2% | 1.2%
Cc1ccc(S(=O)(=O)NCCC(=O)Nc2cccc(Cl)c2)cc1 | -2% | -12% | 5% | 17% | i
Cc1ccc(C=Nc2ccccc2C(N)=O)cc1 | -2% | 11% | -7% | -4% | 2.5%
CCOc1ccc(CN2CCSCC2)cc1 | -3% | -3% | 11% | -7% | i
CCOc1nonc1C(=N)/C(C(C)=O)=C(\C)O | -26% | 12% | -12% | -1% | 2.2%
CC1CCCCN1C(=O)c1cc(-c2ccc(Cl)c(Cl)c2)on1 (centres undefined) | 6% | -5% | 61% | 58% | i
Cc1c(-c2ccnc3cc(C(=O)O)nn23)cnn1C | 2% | -4% | -14% | -7% | 1.0%
The results go on.
SMILES | H1N1 NS1A inhibition | PhoP GFP inhibition | tuberculosis growth | M. tuberculosis HTS | VEEV TC-83 Vero | others
Nc1c2c(nc3c1CCCC3)CCCC2 (tested in a mixture with another compound) | -4% | 0% | 20% | -2% | 0.5%
COc1cc(C2C(C#N)=C(N)OC3=C2C(=O)CC(C)(C)C3)c([N+](=O)[O-])cc1OC (centres undefined) | -4% | -20% | 4% | 67% | 1.9%
c1ccc(-n2c(Cc3cn4ccsc4n3)nnc2N2CCOCC2)cc1 | 2% | 8% | -22% | -9% | 0.9%
CCCCN1C(=O)C(=O)N(CC(=O)Nc2sc(C)c(CC)c2C(=O)OCC)C1=O | 0% | -5% | 23% | 3% | 8.7%
O=C(Nc1cc(N2CCOCC2)ncn1)NC1(C(F)(F)F)Oc2ccccc2O1 | -1% | -15% | 7% | -1% | 1.1%
C[C@@H]1CCC2[C@@H](C)C(=O)O[C@@H]3OC4(C)CCC1[C@@]23OO4 (some centres undefined) | . | . | -12% | 2% | .
COc1ccc(OC)c2[nH]c(=O)c(CCNC(=O)c3ccc(S(=O)(=O)N(C)C)cc3)cc12 | 1% | -2% | 12% | -12% | 7.6%
O=C(Oc1ccccc1C(=O)N1CCOCC1)c1ccc(Br)cc1 | 2% | -1% | 15% | 4% | i
CC1(C)Cc2ccccc2-c2nnc(-c3ccccc3)n21 | -9% | 4% | 5% | 8% | 0.8%
CCSc1nnc(NC(=O)CSc2nc3c(c(=O)n2-c2ccccc2)SCC3)s1 | -1% | 3% | 1% | -2% | 3.5%
Cc1ccc(N2CCN(C(=O)CNS(=O)(=O)c3ccc(Br)s3)CC2C)cc1 (centres undefined) | 11% | 0% | 29% | 1% | 2.0%
O=c1c2cnn(-c3ccccc3)c2nc(-c2ccco2)n1-c1ccccc1 | 2% | -4% | 40% | -12% | 11%
Brc1ccc(-c2cn3nc4c(nc3n2)CCCC4)cc1 | -3% | 9% | 1% | 2% | 0.4%
CCC(NC(=O)Cc1c(C)c2cc3c(cc2oc1=O)OC(C)(C)CC3)C(=O)O (centres undefined) | -6% | 2% | 1% | -3% | 0.7%
CN(CC1COc2ccccc2O1)C(=S)Nc1ccccc1F (centres undefined) | -1% | 4% | 8% | -1% | i
COc1ccc(CNC(=O)C(=O)NCC2CCCN2S(=O)(=O)c2ccccc2)cc1 (centres undefined) | 0% | 3% | 23% | 5% | 1.1%
O=C(COc1ncnc2sccc12)N1CCN(c2ccccc2)CC1 | 5% | 5% | 8% | -9% | 7.3%
C/C(=N\O)C(=O)NCc1ccncc1 | 4% | 5% | -4% | -7% | 0.2%
Cc1ccccc1COc1ccc(/C=C(\C#N)C(N)=O)cc1 | 1% | -4% | 61% | 3% | 2.5%
CC(=O)c1ccc(S(=O)(=O)N(C)CC(=O)Nc2cccc(S(=O)(=O)N3CCCC3)c2)cc1 | 4% | . | . | . | 7.9%
CC(=O)CC(CC(=O)NC1CCCCC1)c1ccccc1 (centres undefined) | 2% | -10% | -4% | -2% | 2.0%
COc1ccccc1CN1C(=S)SC(C)(C)C1NO (centres undefined) | -3% | 15% | 23% | -5% | 2.1%
CC(=O)N1CCN=C1SCc1cccc(Cl)c1 | 0% | -23% | 13% | 3% | 4.9%
CN1C(=O)CSC1=NCC12CC3CC(CC(C3)C1)C2 | -1% | -11% | -13% | -2% | i
C#CCCc1cocc1/C=[N+](\[O-])c1ccc(C(=O)OCC)cc1 | 9% | . | 59% | ? | 0.6%
Nc1nc(Cl)cc(N2CCCC2)n1 | -3% | 18% | 1% | -1% | 0.5%
Clc1ccc(-c2nc(N3CCCCC3)nc3ccccc23)cc1 | -2% | -4% | 50% | 8% | 4.9%
Cc1cc(/C=C2/NC(=O)N(Cc3ccccc3F)C2=O)c(C)n1-c1ccccn1 | 5% | -19% | 55% | 0% | 0.6%
CCC(=O)NC(c1ccc(OC)cc1)c1cc(Cl)c2cccnc2c1O (centres undefined) | 2% | 4% | -7% | 7% | 5.5%
Cn1c(Sc2ccc(Br)cc2)c(C=O)c2ccccc21 | -2% | -3% | 29% | 2% | 0.7%
CCOC(=O)c1ccc(S(=O)(=O)N(CCO)Cc2cc3cc(OC)c(OC)cc3[nH]c2=O)cc1 | 19% | 4% | 3% | 1% | 2.6%
